GASC1 inh – inhibitors of GASC-1 (KDM4C) histone demethylase, primary screen, biochemical, single concentration HTS; Lysine-specific demethylase 4C (Homo sapiens), Q9H3R0; GST-KDM4C 2-372, H3K9me3 peptide, LANCE TR-FRET; inhibition, % at 12.5 µM; hit rate 0.15% among 96,000; AID 720574, 2013;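 active = mean replicate inhibition above about 25%, with at least 55% of replicates also reaching it, limit read from the data, passing the limit was not always enough; inconclusive = only one of those two conditions met; inactive = neither condition met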
Target sequence (Q9H3R0 2-372 limits assumed): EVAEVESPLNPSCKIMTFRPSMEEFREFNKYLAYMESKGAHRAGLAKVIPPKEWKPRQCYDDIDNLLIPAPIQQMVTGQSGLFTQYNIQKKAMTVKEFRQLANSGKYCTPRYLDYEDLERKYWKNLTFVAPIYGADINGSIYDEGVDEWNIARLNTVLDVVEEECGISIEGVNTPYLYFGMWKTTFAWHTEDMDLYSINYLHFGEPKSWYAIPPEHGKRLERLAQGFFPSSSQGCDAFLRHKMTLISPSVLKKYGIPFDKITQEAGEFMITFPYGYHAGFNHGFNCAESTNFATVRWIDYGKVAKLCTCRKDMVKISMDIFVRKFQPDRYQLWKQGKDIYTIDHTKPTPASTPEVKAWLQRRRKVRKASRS
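Assay system: GST-GASC-1 enzyme fragment 2-372 | Amount: 10 nM enzyme | Medium: HEPES buffer, pH 7.5, plus ascorbate | Reagent: H3K9me3 peptide substrate, Fe(II), 2-oxoglutarate | Doses: Single-point compound screen | Incubation: 30 min demethylation and 1 h detection at room temperature | Measured by: LANCE TR-FRET, excitation 340 nm, emissions 618 and 671 nm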
C diff HTS – C. difficile growth inhibitors, primary screen, HTS; Clostridium difficile clinical isolate growth, OD600, 24 h; active compounds read low; growth activity, negative = inhibition, % at 16 µg/mL (by protocol); hit rate 0.25% among 86,000; AID 1259249, 2017;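 active = mean growth activity at or below -80% and every replicate also at or below -80%; inconclusive = mean at or below -80% but some replicate above -80%; inactive = mean growth activity above -80%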;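 note: 0% = DMSO wells and -100% = levofloxacin 16 µg/mL wells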
T cruzi growth – T. cruzi intracellular proliferation inhibitors, primary screen, cell-based, beta-gal Tulahuen parasites, NIH3T3 host, luminescence | T. cruzi beta-gal in NIH3T3, GalScreen luminescence, 90 h | inhibition, % at 8.34 µM | hit rate 5.9% among 77,000;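 active = mean inhibition above about 93%, with at least 55% of replicates each passing it, limit read from the data, passing the limit was not always enough; inconclusive = only one of those two conditions holds; inactive = neither condition holds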
Pf Dd2 growth – P. falciparum Dd2 growth inhibitors, primary screen, SYBR Green fluorescence, single dose replicates; activity change, % at 10 µM; hit rate 2.3% among 94,000; 72 h; active compounds read low; in the data active = activity change below about -80%; inconclusive = no clear call, values can overlap the other calls
* marks the source's active call; other numbers are inactive results; ? = inconclusive; . = no result given; & = joins results of further samples.

smiles,GASC1 inh,C diff HTS,T cruzi growth,Pf Dd2 growth
CC(=O)N1[C@H](CO)[C@H](c2ccccc2)C12CN(C(=O)Cc1ccccc1)C2,0.9,-2,.,20
C/C=C/c1ccc([C@H]2[C@@H](C#N)N(c3nc(CC)cs3)[C@H]2CO)cc1,-2.5,-7,109*,-52
CC(C)C(=O)Nc1ccc2c(c1)C(=O)N(C)[C@H]1CC[C@@H](CC(=O)NCCCN(C)C)O[C@@H]1CO2,2.7,-3,-8,-11
COCC(=O)Nc1ccc2c(c1)OC[C@@H](C)N(C(=O)Cc1ccccn1)C[C@@H](C)[C@@H](OC)CN(C)C2=O,0.0,-3,9,15
CCC(=O)N1CC(=O)N2[C@H](C1)[C@@H](c1ccc(C#CCC(C)C)cc1)[C@@H]2CO,-0.4,-9,.,-24
C[C@@H]1CN([C@H](C)CO)C(=O)c2cccc(NC(=O)c3ccc(-c4nccs4)cc3)c2O[C@H]1CN(C)C,0.3,2&-3,.,-33
CO[C@H]1CN(C)C(=O)c2cc(NC(=O)C3CCCCC3)ccc2OC[C@@H](C)N(C)C[C@@H]1C,-1.0,.,1,.
C[C@@H]1CN([C@@H](C)CO)C(=O)c2cc(C3=CCCCC3)cnc2O[C@@H]1CN(C)C(=O)Nc1ccc(F)cc1,16,16,93,28
CN1C(=O)c2cc(NC(=O)C3CCOCC3)ccc2OC[C@H]2O[C@@H](CC(=O)NCC3CC3)CC[C@H]21,5.7,0,8,2
COc1ccc(C#Cc2ccc([C@@H]3[C@@H](CO)N4CCCCN(C)C[C@H]34)cc2)cc1,-1.5,-7,95,-44
Cc1ccccc1S(=O)(=O)N1CC(=O)N2[C@H](CO)[C@H](c3ccc(C#CCN(C)C)cc3)[C@H]2C1,2.7,2,.,-1
C[C@@H]1CN([C@H](C)CO)C(=O)c2c(c3ccccc3n2C)-c2ccccc2CO[C@@H]1CN(C)S(C)(=O)=O,0.3,.,13,17
O=C1CNC[C@H]2[C@@H](c3ccc(C#CC4CCCC4)cc3)[C@@H](CO)N12,2.0,-6,.,-29
C[C@@H]1CCCCO[C@@H](CN(C)C(=O)Nc2cccc3ccccc23)[C@H](C)CN([C@H](C)CO)C(=O)c2cc(NC(=O)NC3CCCCC3)ccc2O1,-2.7,-4,.,-62
COc1ccc2c3c(n(C)c2c1)[C@@H](CO)N(Cc1ccccn1)CC31CN(C(=O)NC(C)C)C1,-3.1,20,.,-30
CN(C)C(=O)C[C@H]1C[C@@H]2c3cc(NS(=O)(=O)c4ccccc4)ccc3O[C@@H]2[C@@H](CO)O1,-1.2,-1,33,6
C[C@H](CO)N1C[C@H](C)[C@@H](CN(C)Cc2ccc(Cl)c(Cl)c2)Oc2ccc(NS(=O)(=O)c3ccccc3)cc2C1=O,-0.3,5,.,4
COc1ccc(NC(=O)Nc2ccc3c(c2)OC[C@H](C)NC[C@H](C)[C@@H](OC)CN(C)C3=O)cc1,1.4,-5,.,19
C[C@H](CO)N1C[C@H](C)[C@@H](CN(C)Cc2ccc(C(=O)O)cc2)Oc2ncc(-c3ccccc3)cc2C1=O,0.0,-3,15,29
CC(C)NC(=O)N(C)C[C@H]1Oc2ccc(NC(=O)Nc3ccc(C(F)(F)F)cc3)cc2C(=O)N([C@H](C)CO)C[C@@H]1C,-0.6,-3,16,-27
COc1ccc(CNC(=O)C[C@H]2C=C[C@H](NC(=O)c3cccc(F)c3)[C@@H](CO)O2)cc1,-0.3,4,-7,11
O=C(CCN1CCCCC1)N[C@@H]1CC[C@@H](CCNC(=O)c2cc(Cl)cc(Cl)c2)O[C@H]1CO,-0.8,.,1,8
C[C@H](CO)N1C[C@H](C)[C@@H](CN(C)Cc2ccc(-c3ccccc3)cc2)Oc2ccc(NC(=O)C3CCCCC3)cc2CC1=O,-1.3,34,23,-36
C[C@@H]1CN([C@H](C)CO)C(=O)c2cc(NC(=O)CCC(F)(F)F)ccc2O[C@@H](C)CCCCO[C@@H]1CN(C)C,0.5,-2,11,20
Cc1noc(C)c1NC(=O)N(C)C[C@@H]1Oc2ccc(NC(=O)Nc3cccc4ccccc34)cc2CC(=O)N([C@@H](C)CO)C[C@@H]1C,-0.4,2,-8,-11
CN(C)CCCNC(=O)[C@@H]1[C@@H](CO)[C@@H]2Cn3c(ccc(-c4cccc(F)c4)c3=O)[C@H]1N2,0.9,0,.,8
Cc1ccccc1S(=O)(=O)N1[C@H](CO)[C@@H](c2ccc(-c3ccccc3)cc2)[C@@H]1C#N,-3.7,-2,93,-16
O=C(Cc1ccncc1)NCC[C@H]1CC[C@@H](NS(=O)(=O)c2ccccc2Cl)[C@@H](CO)O1,-2.6,.,19,5
CCCC(=O)Nc1ccc2c(c1)C(=O)N(C)[C@@H]1CC[C@@H](CC(=O)NCc3ccccc3)O[C@H]1CO2,1.1,4,-10,-1
C[C@@H]1CCCCO[C@H](CN(C)Cc2ccc3c(c2)OCO3)[C@@H](C)CN([C@H](C)CO)C(=O)c2cc(NC(=O)Nc3ccc(F)cc3)ccc2O1,-0.6,2,98*,-60
CN1C(=O)c2cc(NC(=O)c3ccc(F)c(F)c3)ccc2OC[C@H]2O[C@H](CC(=O)N[C@@H]3CCN(Cc4ccccc4)C3)CC[C@H]21,1.4,8,91,.
COc1ccc(CN(C)C[C@@H]2Oc3ccc(NS(=O)(=O)c4cn(C)cn4)cc3C(=O)N([C@@H](C)CO)C[C@H]2C)cc1,0.7,0,10,11
COc1ccccc1C#Cc1ccc([C@@H]2[C@@H](CO)N3CCCCN(C(=O)C4CCCC4)C[C@H]23)cc1,.,18,112*,3
CCCC(=O)Nc1ccc2c(c1)C(=O)N(C)C[C@H](OC)[C@H](C)CN(C)[C@@H](C)CO2,-2.6,-4,25,30
Cc1noc(C)c1NC(=O)Nc1ccc2c(c1)C(=O)N([C@H](C)CO)C[C@H](C)[C@H](CN(C)Cc1ccc(C(F)(F)F)cc1)O2,1.2,-4,25,9
Cc1ccc(S(=O)(=O)N(C)C[C@H]2Oc3c(NS(=O)(=O)c4cn(C)cn4)cccc3C(=O)N([C@H](C)CO)C[C@H]2C)cc1,6.2,.,8,25
Cc1noc(C)c1NC(=O)N(C)C[C@H]1OCCCC[C@H](C)Oc2ccc(NS(=O)(=O)c3ccccc3)cc2C(=O)N([C@@H](C)CO)C[C@H]1C,1.1,1,-10,24
C[C@@H]1CN([C@@H](C)CO)C(=O)c2cc(C#CCc3ccccc3)cnc2O[C@@H]1CN(C)Cc1cccnc1,3.2,-7,101*,-53
CCCN(C)C[C@H]1Oc2ncc(C#Cc3ccc(OC)cc3)cc2C(=O)N([C@H](C)CO)C[C@H]1C,4.3,-5,.,-84*
O=C(C[C@H]1CC[C@@H](NC(=O)Nc2ccc3c(c2)OCO3)[C@@H](CO)O1)NCc1ccc(F)cc1,0.6,5,19,7
C[C@H]1CN([C@@H](C)CO)C(=O)c2cccc(NC(=O)Nc3ccc4c(c3)OCO4)c2O[C@@H]1CN(C)Cc1ccc(C(F)(F)F)cc1,4.8,1,91,-55
C[C@@H]1CN([C@@H](C)CO)C(=O)c2cc(Br)cnc2O[C@@H]1CN(C)C(=O)C1CCOCC1,39*,2,-13,42
CN(C)C(=O)C[C@@H]1CC[C@H]2[C@@H](COC[C@H](O)CN2CC2CC2)O1,-0.7,-4,3,5
Cc1noc(C)c1NC(=O)N[C@H]1CC[C@@H](CC(=O)N2CCCCC2)O[C@@H]1CO,0.3,0,53,8
C[C@@H]1CN([C@H](C)CO)C(=O)c2cc(-c3ccccc3F)cnc2O[C@@H]1CN(C)C,2.5,0,-78,28
C[C@H](CO)N1C[C@H](C)[C@@H](CN(C)C(=O)OCc2ccccc2)OCc2cnnn2CCCC1=O,-0.7,.,19,17
O=C(C[C@@H]1CC[C@@H](NS(=O)(=O)c2ccccc2F)[C@H](CO)O1)NCCCN1CCOCC1,-2.3,.,-6,-4
C[C@@H]1CN([C@H](C)CO)C(=O)Cc2cc(NS(=O)(=O)c3cn(C)cn3)ccc2O[C@H]1CN(C)Cc1ccc(C(F)(F)F)cc1,0.6,0,-14,14
O=C(C[C@H]1C[C@@H]2c3cc(NC(=O)Cc4ccncc4)ccc3O[C@@H]2[C@H](CO)O1)NCc1cccnc1,3.7,4,32,12
O=C(Nc1cccc(F)c1)N1CCCCN2[C@@H](CO)[C@@H](c3ccc(-c4ccncc4)cc3)[C@@H]2C1,-0.5,11,?,-58

(next part)
smiles,GASC1 inh,C diff HTS,T cruzi growth,Pf Dd2 growth
CCN(C)C[C@@H]1Oc2cc(C#CCC3CCCC3)ccc2S(=O)(=O)N([C@@H](C)CO)C[C@H]1C,1.1,2,32,-52
C[C@H](CO)N1C[C@H](C)[C@@H](CN(C)S(=O)(=O)c2cccc(F)c2)Oc2cc(C#CCN(C)C)ccc2S1(=O)=O,1.8,1,.,-42
C[C@@H]1CN([C@@H](C)CO)S(=O)(=O)c2ccc(Br)cc2O[C@H]1CN(C)C(=O)Nc1ccc(C(F)(F)F)cc1,0.1,10,.,10
Cc1noc(C)c1NC(=O)Nc1ccc2c(c1)C(=O)N([C@H](C)CO)C[C@H](C)[C@H](CN(C)C(=O)C1CCCCC1)OCCCC[C@H](C)O2,1.0,-2,-2,11
COCC(=O)N(C)C[C@H]1Oc2ncc(-c3ccccc3C)cc2C(=O)N([C@@H](C)CO)C[C@H]1C,-0.6,1,12,24
COCC(=O)N1C[C@H](C)[C@H](OC)CN(C)C(=O)c2cc(NS(C)(=O)=O)ccc2OC[C@@H]1C,1.2,.,39,5
C[C@@H]1CCCCO[C@H](CN(C)C(=O)CCCN(C)C)[C@@H](C)CN([C@H](C)CO)C(=O)c2cc(NC(=O)C3CCCCC3)ccc2O1,-0.6,1,21,37
C[C@@H]1CN([C@H](C)CO)C(=O)c2cc(C#CC3CC3)cnc2O[C@H]1CN(C)C(=O)Cc1ccccn1,-1.2,.,28,-5
CCS(=O)(=O)N1CC2(C1)CN(S(=O)(=O)c1ccccc1)[C@H](CO)c1c2c2ccc(OC)cc2n1C,-0.7,4,.,-30
Cc1noc(C)c1S(=O)(=O)Nc1ccc2c(c1)C(=O)N([C@@H](C)CO)C[C@@H](C)[C@H](CN(C)S(=O)(=O)c1c(C)noc1C)OCCCC[C@H](C)O2,1.9,-6,.,.

Reformatted: results already given
Under each structure – GASC1 inh	C diff HTS	T cruzi growth	Pf Dd2 growth
> C[C@@H]1CN([C@H](C)CO)C(=O)c2cc(C#CC3CC3)cnc2O[C@H]1CN(C)C(=O)Cc1ccccn1
  -1.2	.	28	-5
> Cc1noc(C)c1NC(=O)Nc1ccc2c(c1)C(=O)N([C@H](C)CO)C[C@H](C)[C@H](CN(C)C(=O)C1CCCCC1)OCCCC[C@H](C)O2
  1.0	-2	-2	11
> C[C@H](CO)N1C[C@H](C)[C@@H](CN(C)S(=O)(=O)c2cccc(F)c2)Oc2cc(C#CCN(C)C)ccc2S1(=O)=O
  1.8	1	.	-42
> COCC(=O)N1C[C@H](C)[C@H](OC)CN(C)C(=O)c2cc(NS(C)(=O)=O)ccc2OC[C@@H]1C
  1.2	.	39	5

Continuation.
smiles,GASC1 inh,C diff HTS,T cruzi growth,Pf Dd2 growth
C[C@H]1CN([C@@H](C)CO)C(=O)c2cc(Br)cnc2O[C@@H]1CN(C)C(=O)c1ccccn1,0.6,-2,.,22
COc1ccc(NC(=O)Nc2cccc3c2O[C@H](CN(C)C(=O)Nc2ccc(C(F)(F)F)cc2)[C@@H](C)CN([C@@H](C)CO)C3=O)cc1,-0.5,-2,0,18
O=C(c1ccc(F)cc1)N1CC[C@@H]2[C@H]1c1cc(-c3ccccc3F)ccc1N[C@@H]2CO,0.2,3,100*,-76
C[C@H](CO)N1C[C@H](C)[C@@H](CN(C)S(=O)(=O)c2cn(C)cn2)Oc2ccc(NC(=O)CCN3CCOCC3)cc2C1=O,.,0,80,15

High-throughput results from PubChem.
